Screening data from PubChem BioAssay.
Fam108B counter = mouse Fam108B serine hydrolase inhibitors, primary screen, counter-screen for RBBP9 inhibitor project, biochemical, fluorescence polarization; 300,000 tested, 0.33% active; inhibition, % at 9.51 µM; AID 1947, 2009; recombinant Fam108B, FP-Rh probe fluorescence polarization;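 active means inhibition above the screen mean inhibition plus 3 SD, computed separately per campaign, cut at about 18% in these data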;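 further: inhibitors lower polarization as less probe binds the enzyme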
PME-1 inh = PME-1 inhibitors via competitive probe labeling, primary screen, biochemical, fluorescence polarization, FP-Rh probe, HTS | AID 2130, 2009 | 320,000 tested, 0.53% active | Protein phosphatase methylesterase 1 (Homo sapiens), Q9Y570 | inhibition, % at 5.9 µM | recombinant PME-1;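 active means inhibition above the campaign mean of all compounds plus 3 SD, cut at about 26% in these data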;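 further: competitive labeling of PME-1 active site by serine hydrolase directed probe; 0% = PME-1 with DMSO and 100% = wells lacking PME-1 enzyme; inhibitors block probe labeling so polarization falls and inhibition rises; many of its hits are not listed in these tables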
pPAFAH inh = pPAFAH enzyme inhibitors, primary screen, biochemical, fluorescence polarization, human | inhibition, % at 3.39 µM | Platelet-activating factor acetylhydrolase (Homo sapiens), Q13093 | AID 463082, 2010 | 330,000 tested, 1.5% active | recombinant pPAFAH, FP-rhodamine probe fluorescence polarization;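 active means inhibition above the mean inhibition across the screen plus 3 SD, cut at about 25% in these data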;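 further: inhibitors block binding of the rhodamine activity-based probe so polarization drops; 0% = enzyme with DMSO and 100% = wells lacking pPAFAH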
Target sequence (Q13093 whole entry, looked up): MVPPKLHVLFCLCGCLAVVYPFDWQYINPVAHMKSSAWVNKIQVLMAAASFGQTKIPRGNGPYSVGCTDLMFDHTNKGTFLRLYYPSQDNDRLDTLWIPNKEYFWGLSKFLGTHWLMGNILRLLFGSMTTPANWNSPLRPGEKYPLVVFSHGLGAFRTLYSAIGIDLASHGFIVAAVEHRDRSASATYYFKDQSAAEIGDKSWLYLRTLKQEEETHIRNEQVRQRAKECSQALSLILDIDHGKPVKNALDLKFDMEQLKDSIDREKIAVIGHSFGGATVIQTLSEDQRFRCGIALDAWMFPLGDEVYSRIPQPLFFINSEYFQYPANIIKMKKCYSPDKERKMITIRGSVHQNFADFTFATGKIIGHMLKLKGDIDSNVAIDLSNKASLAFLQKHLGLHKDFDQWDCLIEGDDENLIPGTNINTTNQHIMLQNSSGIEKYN
LYPLA1 counter = LYPLA1 inhibitors, primary screen, counter-screen for PME1 inhibitor project, biochemical, fluorescence polarization, FP-Rh probe ABPP; Acyl-protein thioesterase 1 (Homo sapiens), O75608; recombinant LYPLA1; inhibition, % at 5.9 µM; 320,000 tested, 0.16% active;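 active means inhibition above the mean of all tested compounds plus 3 SD, set per campaign, cut at about 14% in these data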;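 further: inhibitors block serine hydrolase probe labeling of LYPLA1 so polarization falls; 0% = enzyme with DMSO and 100% = wells lacking LYPLA1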
Target sequence (O75608 whole entry, looked up): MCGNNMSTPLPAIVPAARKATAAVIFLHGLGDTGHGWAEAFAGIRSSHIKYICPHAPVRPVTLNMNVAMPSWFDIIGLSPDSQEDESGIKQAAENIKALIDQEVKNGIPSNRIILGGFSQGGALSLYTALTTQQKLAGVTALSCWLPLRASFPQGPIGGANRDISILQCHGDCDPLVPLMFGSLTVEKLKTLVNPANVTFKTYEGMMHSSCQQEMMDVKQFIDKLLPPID
PAFAH2 FP inh = PAFAH2 enzyme inhibitors, primary screen, biochemical, fluorescence polarization, human | Platelet-activating factor acetylhydrolase 2, cytoplasmic (Homo sapiens), Q99487 | recombinant PAFAH2, FP-rhodamine activity probe | inhibition, % at 3.39 µM | 340,000 tested, 0.99% active | AID 492956, 2010;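 active means inhibition above the mean over all tested compounds plus 3 SD, cut at about 30% in these data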;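 further: inhibitors block probe labeling of enzyme so polarization drops; 0% = enzyme with DMSO and 100% = wells lacking PAFAH2 protein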
PAFAH1B3 inh = PAFAH1B3 enzyme inhibitors, primary screen, biochemical, fluorescence polarization, human; recombinant PAFAH1B3, FP-rhodamine probe; inhibition, % at 3.39 µM; 340,000 tested, 0.28% active;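 active means inhibition above the screen-wide average of all tested compounds plus 3 SD, cut at about 25% in these data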;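 further: 0% = enzyme with DMSO only and 100% = wells lacking PAFAH1B3 protein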
Target sequence (Q15102 whole entry, looked up): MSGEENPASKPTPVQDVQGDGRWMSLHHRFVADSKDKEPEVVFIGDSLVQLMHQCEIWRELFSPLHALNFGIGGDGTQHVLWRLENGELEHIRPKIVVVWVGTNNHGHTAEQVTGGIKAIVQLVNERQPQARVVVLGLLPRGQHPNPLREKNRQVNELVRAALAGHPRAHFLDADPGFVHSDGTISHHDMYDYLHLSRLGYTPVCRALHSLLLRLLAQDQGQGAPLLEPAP
PAFAH1B2 FP inh = PAFAH1B2 enzyme inhibitors, primary screen, biochemical, fluorescence polarization, human | Platelet-activating factor acetylhydrolase IB subunit alpha2 (Homo sapiens), P68402 | recombinant PAFAH1B2, FP-rhodamine activity probe | inhibition, % at 3.39 µM | 340,000 tested, 1.2% active | AID 492953, 2010;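 active means inhibition above the mean of all tested compounds plus 3 SD, cut at about 24% in these data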;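 further: 0% = enzyme with DMSO and 100% = wells lacking PAFAH1B2; many of its hits are not listed in these tables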
GSTO1 inh = inhibitors of recombinant GSTO1, primary screen, counter-screen for RBBP9 inhibitor project, biochemical, fluorescence polarization. inhibition, % at 5.96 µM. 300,000 tested, 1.1% active. AID 1974, 2009. Glutathione S-transferase omega-1 (Homo sapiens), P78417. activity-based probe fluorescence polarization;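 active means inhibition above the campaign mean inhibition plus 3 SD, cut at about 35% in these data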;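 further: 0% = GSTO1-1 with DMSO and 100% = wells lacking GSTO1-1 enzyme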
PAD4 FP inh = human PAD4 inhibitors, primary screen, biochemical, fluorescence polarization, 1536-well format | AID 485272, 2010 | Protein-arginine deiminase type-4 (Homo sapiens), Q9UM07 | recombinant PAD4, RCA probe fluorescence polarization | inhibition, % at 6.36 µM | 330,000 tested, 0.41% active;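 active means percent inhibition above a cutoff equal to the mean of all tested compounds plus 3 SD, cut at about 15% in these data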;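 further: 0% = PAD4 with RCA probe and DMSO and 100% = probe without PAD4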
Starred values were filed as active, the others as inactive; . = not tested or not shown. Only part of the results is shown (hit frequency here may not be typical).

SMILES	Fam108B counter	PME-1 inh	pPAFAH inh	LYPLA1 counter	PAFAH2 FP inh	PAFAH1B3 inh	PAFAH1B2 FP inh	GSTO1 inh	PAD4 FP inh
Cc1ccc(-c2nc3ccccc3s2)cc1NC(=S)NC(=O)/C=C/c1ccco1	-10	-2	0	-1	-2	-4	-4	0	-5
CCOC(=O)N1CCN(CC(=O)Nc2ccc(F)c(F)c2)CC1	2	5	0	-2	5	-4	2	-9	-1
CC1CCCC(C)N1C(=O)COC(=O)CSc1ccc(C(N)=O)cc1[N+](=O)[O-] (centres undefined)	2	-4	-2	0	3	8	10	9	-1
O=C(NCc1ccco1)C(=O)NCC1OCCN1S(=O)(=O)c1ccc(Br)cc1 (centres undefined)	1	2	1	1	1	0	-1	2	-3
CCOC(=O)COc1cc2c(C(=O)OCC)c(C)oc2cc1Br	-1	-4	8	-1	1	4	5	2	1
C[C@H](CO)N1C[C@H](C)[C@@H](CN(C)Cc2ccc(Oc3ccccc3)cc2)Oc2ccc(NC(=O)Cn3cnnn3)cc2C1=O	.	.	4	.	-6	-7	5	.	-1
COc1cccc(C(=O)Nc2ccccc2C(=O)NCC2CCCO2)c1 (centres undefined)	3	-4	-3	4	0	-2	-5	4	-5
O=C(Nc1cc(S(=O)(=O)N2CCOCC2)ccc1N1CCOCC1)c1cccc(S(=O)(=O)N2CCCCC2)c1	1	0	1	0	-4	1	0	-8	-2
CCC(NC(=O)CCc1ccccc1)c1ccccc1 (centres undefined)	0	1	4	-3	-5	-1	1	9	0
CCC(CC)C1C(C#N)=C(N)Oc2n[nH]c(-c3ccccc3)c21 (centres undefined)	-21	-55	-4	-16	-7	-15	-7	-33	1
COc1ccc(Br)cc1S(=O)(=O)Nc1ccc(Cl)cn1	-1	1	8	-1	0	11	2	4	6
O=C(NCC1CCCO1)c1cc2ccccc2[nH]1 (centres undefined)	-3	2	4	-4	0	4	1	8	-4
Cc1cccc(C2c3[nH]c4ccccc4c3CCN2C(=O)c2cn(C)c3ccccc3c2=O)n1 (centres undefined)	-1	5	1	2	-6	1	-3	-2	-1
COc1ccc(NC(=O)c2ccco2)cc1NC(=O)c1ccc(C)cc1	5	-1	4	-2	1	2	-2	-2	-4
CC(C)Oc1ccc(C(CC(=O)O)NC(=O)c2cccs2)cc1 (centres undefined)	-3	5	-3	2	6	0	-2	-1	4
COC(=O)C1=C(C)OC(N)=C(C#N)C1c1c(C)nn(C)c1C (centres undefined)	1	-1	0	2	5	9	7	-2	-2
COc1ccc(CC(=O)OCn2nnc3ccccc3c2=O)cc1OC	1	3	3	3	-5	-1	4	2	-8
O=C(NCC1COCCO1)C1CCN(S(=O)(=O)c2ccccc2)CC1 (centres undefined)	-1	-2	3	1	6	3	3	3	-5
CCc1ccccc1NC(=O)c1sc2nc(C)cc(C)c2c1N	1	11	21	-1	9	8	0	0	-2
CCSc1nc2sccc2c(=O)n1-c1ccccc1	-2	-3	6	-2	2	7	4	-5	-5
CC(=O)c1cccc(NC(=O)COC(=O)c2ccccc2C)c1	0	-5	5	14	63*	-4	5	8	7
Cc1ccc(C(=O)c2cncc(Br)c2)cc1	-1	4	6	1	7	-6	-3	3	0
O=C(O)c1ccccc1CSc1nc2ccccc2o1	6	-2	6	-1	-3	4	-2	9	4
COc1ccccc1NC(=O)CSC1=NCCN1	0	-2	4	1	-11	5	3	3	14
O=C(CCCOc1ccccc1)Nc1nc2ccccc2[nH]1	-5	-6	2	-3	2	13	4	-2	-7
CNc1nc(N)c(C(=O)C(C)(C)C)s1	-2	-7	3	4	0	-4	-7	5	5
C=CCNc1nc(-c2ccc(Cl)cc2)cs1	6	11	13	2	2	3	2	10	6
CN1C(=O)c2oc3ccccc3c(=O)c2C1c1ccccn1 (centres undefined)	6	3	-1	1	3	9	2	3	-4
C/C(Cc1ccccc1)=N\NC(=O)CCCCCC(=O)N/N=C(\C)Cc1ccccc1	1	4	5	3	-4	9	-1	4	-1
O=C(NC(=S)Nc1ccccc1[N+](=O)[O-])c1ccccc1Cl	0	1	8	3	6	7	3	2	-5
Nc1nc2ccc(C(=O)NC3CCCCC3)cc2s1	-2	-6	-2	0	-2	9	6	7	-2
Cc1cccnc1NC(=O)CSc1nnc(COc2ccc(C(C)C)cc2)n1C	0	1	2	0	-8	-3	17	1	2
CC1(C)C2CCC1(CS(=O)(=O)N1CCN(c3ccc(F)cc3)CC1)C(=O)C2 (centres undefined)	-4	-4	-1	0	-6	3	2	4	1
COc1cccc(Nc2cc(N3CCOCC3)c3nonc3c2[N+](=O)[O-])c1	1	-5	2	-1	-3	10	-3	3	-2
CCOc1ccc(C2=Nn3c(nnc3-c3ccc(OC)cc3)SC2)cc1	-8	-3	-10	-3	4	6	3	-4	-7
O=C(N[C@@H](Cc1ccccc1)C(=O)O)c1cccnc1	1	-3	4	-2	-1	5	1	0	-4
CS(=O)(=O)c1ccc(NC(=O)CN2C(=O)C3CCCCC3C2=O)cc1 (centres undefined)	2	2	2	-2	3	4	2	3	1
CCCS(=O)(=O)N1CCCC(C(=O)NCCCOC(C)C)C1 (centres undefined)	2	-4	6	3	-1	10	5	0	-1
COc1cc(CN2CCN(c3cc(C)ccc3C)CC2)cc([N+](=O)[O-])c1O	-1	2	5	-1	.	.	.	-2	1
COC(=O)CN(c1cccc(C(C)=O)c1)S(C)(=O)=O	2	0	5	-3	6	3	5	3	-5

A draw from above in order of formula weight, lowest first.
SMILES	Fam108B counter	PME-1 inh	pPAFAH inh	LYPLA1 counter	PAFAH2 FP inh	PAFAH1B3 inh	PAFAH1B2 FP inh	GSTO1 inh	PAD4 FP inh
Cc1ccc(C(=O)c2cncc(Br)c2)cc1	-1	4	6	1	7	-6	-3	3	0
O=C(O)c1ccccc1CSc1nc2ccccc2o1	6	-2	6	-1	-3	4	-2	9	4
COc1ccc(CC(=O)OCn2nnc3ccccc3c2=O)cc1OC	1	3	3	3	-5	-1	4	2	-8

The listing continues:
SMILES	Fam108B counter	PME-1 inh	pPAFAH inh	LYPLA1 counter	PAFAH2 FP inh	PAFAH1B3 inh	PAFAH1B2 FP inh	GSTO1 inh	PAD4 FP inh
CCS(=O)(=O)N1CCC(N2CCN(c3ccccc3)CC2)CC1	-3	3	0	-2	1	7	4	1	-3
CCc1nc2scc(-c3ccccc3)c2c(=O)n1N	4	-4	5	0	6	6	5	-1	0
O=C(NCc1ccccc1)c1cnc(-c2ccccn2)nc1C(F)(F)F	3	0	1	2	-14	4	3	-9	-2
CCOc1ccc(N2CC(C(=O)Nc3ccncc3)CC2=O)cc1 (centres undefined)	2	-1	3	4	1	8	-2	1	1
O=C(CC(=O)N/N=C/c1c(Cl)cccc1Cl)NCc1cccnc1	0	2	6	3	-1	-4	-3	2	2
CCC(C)OC1OC(CO)C(O)C(O)C1NC(C)=O (centres undefined)	-1	-3	2	-2	0	-11	3	-1	-3
COc1ccc(C(=O)N/N=C/c2c(C)nn(-c3ccccc3)c2OC)cc1	1	12	-1	2	5	9	10	-10	-2
O=C(Nc1ccncc1Cl)c1ccncc1	-1	-3	2	2	4	2	0	4	1
Cc1cc(C(=O)NNC(=O)CN2C(=O)NC3(CCCCC3)C2=O)c(C)o1	.	1	3	-2	-3	6	1	.	-1
Cc1cc2c(nn1)CCc1c-2no[n+]1[O-]	1	7	3	1	7	9	5	15	-2
CC1CC1c1ccc(/C=C(\C#N)C(=O)Nc2cc(Cl)ccc2Cl)o1 (centres undefined)	-15	-11	1	-6	-14	5	-4	3	-3
Cc1cccc(C)c1OC(=O)Cc1ccccc1[N+](=O)[O-]	-1	3	1	-4	2	0	-1	-2	2
CSc1cccc(NC(=O)CNC(=O)c2ccc3c(c2)OCO3)c1	5	-7	1	-1	0	6	-3	-2	-4
CCCOc1ccc(N2C(=O)CC(N(CCc3ccc(OC)c(OC)c3)C(=S)Nc3ccccc3)C2=O)cc1 (centres undefined)	-8	-5	8	-6	4	10	4	-3	-3
CC1(C(=O)NC2CCCC2)CCC(=O)N1Cc1ccc2c(c1)OCO2 (centres undefined)	1	-2	-2	-1	10	4	8	-3	-3
Cc1nc(-c2ccc(F)cc2)c(CC(=O)Nc2ccc(C)c(S(=O)(=O)N3CCOCC3)c2)s1	-6	-7	-2	-7	-1	7	5	-10	-5
COc1ccc(-c2c(C#N)c(SCC(=O)Nc3ccccc3)nc3c2CCCC3)cc1	-12	-10	1	-5	-11	-7	-6	-2	-1
CCOC(=O)C1=C(COc2ccccc2)NC(=O)NC1c1ccc2ccccc2c1 (centres undefined)	-5	0	-2	4	.	.	.	0	-2
Cc1cc(NC(=O)CSc2nc(N)c(NC(=O)c3ccco3)c(=O)[nH]2)no1	-10	-8	-5	-4	7	5	7	6	-2
Cc1c(NC(=O)Nc2ccccc2C(F)(F)F)c(=O)n(-c2ccccc2)n1C	0	-6	0	-5	-4	-1	8	0	1

Some of the entries so far, with each value named:
> O=C(O)c1ccccc1CSc1nc2ccccc2o1
  Fam108B counter = 6	PME-1 inh = -2	pPAFAH inh = 6	LYPLA1 counter = -1	PAFAH2 FP inh = -3	PAFAH1B3 inh = 4	PAFAH1B2 FP inh = -2	GSTO1 inh = 9	PAD4 FP inh = 4
> Cc1nc(-c2ccc(F)cc2)c(CC(=O)Nc2ccc(C)c(S(=O)(=O)N3CCOCC3)c2)s1
  Fam108B counter = -6	PME-1 inh = -7	pPAFAH inh = -2	LYPLA1 counter = -7	PAFAH2 FP inh = -1	PAFAH1B3 inh = 7	PAFAH1B2 FP inh = 5	GSTO1 inh = -10	PAD4 FP inh = -5
> COc1ccc(Br)cc1S(=O)(=O)Nc1ccc(Cl)cn1
  Fam108B counter = -1	PME-1 inh = 1	pPAFAH inh = 8	LYPLA1 counter = -1	PAFAH2 FP inh = 0	PAFAH1B3 inh = 11	PAFAH1B2 FP inh = 2	GSTO1 inh = 4	PAD4 FP inh = 6

A few values from the entries so far:
LYPLA1 counter result of CCOC(=O)C1=C(COc2ccccc2)NC(=O)NC1c1ccc2ccccc2c1 (centres undefined) = 4
GSTO1 inh result of CCCOc1ccc(N2C(=O)CC(N(CCc3ccc(OC)c(OC)c3)C(=S)Nc3ccccc3)C2=O)cc1 (centres undefined) = -3
